Screens (PubChem BioAssay)
phage Ecoli inh: E. coli growth loss with phage present | growth absorbance | inhibition, % at 11.9 µM | actives 0.26% (n = 360,000) | AID 651602; in the data active means inhibition above about 11%
Wnt bcat act: activators of Wnt/beta-catenin signaling | actives 1.2% (n = 300,000) | activation, % at 9.35 µM | Wnt/beta-catenin reporter cell assay, activator, plate reader; in the data active means activation above about 30%, passing the limit was not always enough;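 further: 0% = neutral control wells and 100% = positive control wells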
The depositor's hits bear a star.

canonical_smiles,phage Ecoli inh,Wnt bcat act
COc1cccc(C(=O)N[C@H](C(=O)N2CCC[C@H]2C(=O)NC2CCCC2)c2ccccc2)c1,0.2,-2.0
CC(=O)N1CCCc2cc(S(=O)(=O)N(C)CC(=O)Nc3ccccc3)ccc21,1.3,0.5
O=C(/C=C/[C@H]1O[C@@H](n2cnc3c(NC(=O)c4ccccc4)ncnc32)[C@H](O)[C@@H]1O)NCCc1ccc(F)cc1,3.2,-1.3
CCc1nc2nc(C)cc(C)n2c1Nc1ccc(OC)cc1,5.4,2.5
Fc1ccc(-c2nc3ccc(Br)cn3c2Cc2cccc(F)c2)cc1,2.8,0.5
CC(C)C(=O)N1CCC1(C)C(=O)NS(=O)(=O)c1cccs1 (stereo not drawn),2.8,-0.7
c1ccc(CNc2nc(NCCOc3ccccc3)c3sccc3n2)cc1,5.5,-4.3
COCCNC(=O)C1(C)CCCN(Cc2ccccc2N(C)C)C1 (stereo not drawn),2.5,-0.2
COc1ccc(OC)c(CN(CC(F)(F)F)S(=O)(=O)c2ccccc2Br)c1,3.8,-3.0
COc1cc(Cl)c(C)cc1NC(=O)CN1CCN(C(=O)c2cccs2)CC1,2.5,-0.1
CCC(C(=O)Nc1c(C)cccc1C)n1c(-c2ccc(-c3ccccc3)cc2)nc2ccccc21 (stereo not drawn),1.2,5.0
O=S1(=O)CC(N2CCN(CCO)CC2)CN1Cc1ccccc1 (stereo not drawn),0.4,-1.1
CC1(C(=O)Nc2cccc(C(F)(F)F)c2)Cc2c(-c3ccccc3)ccnc2O1 (stereo not drawn),3.1,-1.1
COc1ccc(Cl)c(-c2cc(C(=O)Nc3ccccc3)[nH]n2)c1,3.3,-2.5
O=C(O)c1cccc(-c2csc(C(O)c3ccc(F)c(F)c3)n2)c1 (stereo not drawn),1.9,18.9
O=C(NC1CCCC1)[C@@H]1CCCN1C(=O)[C@H](Cc1cccnc1)NC(=O)N1CCOCC1,3.3,-2.7
O=c1n(Cc2ccccc2)c(O)c2n1Cc1ccccc1N=C2c1ccccc1,4.6,-1.7
CCCCC[C@H](C)N1C[C@H](COCc2ccccc2)Oc2cc(N3CCC[C@H]3C(N)=O)ccc2S1(=O)=O,-1.1,-1.4
CCCCNS(=O)(=O)c1cccc(NC(=O)[C@@H]2O[C@H](CO)[C@H](O)[C@H](O)[C@H]2O)c1,0.2,7.7
Cc1cc(-c2nnn(CCCOC(C)(C)C)c2C)ccc1-c1cn(CCCOC(C)(C)C)nn1,4.0,-0.4

canonical_smiles,phage Ecoli inh,Wnt bcat act
CCCCC(=O)N(C)c1c(C)nc2ccc(C(=O)N3CCNC(=O)C3)cn12,2.8,-1.0
Cc1ccc(F)c(S(=O)(=O)NC(=O)C2(C)CCN2C(=O)Cc2ccc(Cl)cc2Cl)c1 (stereo not drawn),2.9,-1.7
CCOC(=O)C1=CCC2C(=O)N(C3CCCCC3)C(=O)C12 (stereo not drawn),0.7,-1.9
CC(C)(C)c1ccc(C(=O)N2CCC2(C)C(=O)Nc2cccc(C#N)c2)cc1 (stereo not drawn),1.1,-1.0
CCCCC[C@@H](C)N1C[C@@H](COCc2ccccc2)Oc2cc(N3CCC[C@@H]3CO)ccc2S1(=O)=O,1.9,-5.2
COc1cccc(C(NC(C)=O)c2nc(-c3cccc(O)c3)cs2)c1 (stereo not drawn),1.9,11.3
CCNC(=O)N1CCN(c2ccc(N3CCN(Cc4ccccc4)[C@H](C)C3)c(C)c2)[C@H](C)C1,4.8,-5.2
CCCNC(=O)C1(C)CCN(Cc2ccc(OCc3ccccc3)cc2)C1 (stereo not drawn),0.5,16.6
COc1ccc(-c2c(C(=O)c3ccc(Br)cc3)[nH]c(N)c2C(=O)NCCc2c[nH]c3ccccc23)cc1OC,2.9,0.5
Clc1ccc(-c2cn(-c3nc4ccccc4s3)nn2)cc1,3.3,5.9
COc1cc2nc3n(c(=O)c2cc1OC)-c1ncccc1C(=O)NC3Cc1ccccc1 (stereo not drawn),2.0,-1.2
C[C@@H]1CN([C@H](C)CO)C(=O)CCCn2cc(nn2)CO[C@H]1CN(C)S(=O)(=O)c1ccc(Oc2ccccc2)cc1,1.5,7.9
Cc1c(C(=O)NCc2cccc([N+](=O)[O-])c2)sc(=O)n1Cc1ccccc1F,4.4,-2.0
CCCNC(=O)C1(C)CCCN(C(=O)c2ccc(F)c(Cl)c2)C1 (stereo not drawn),2.1,2.0
CCc1cc2c(nc1CC)CCCN2S(=O)(=O)c1ccc(C(F)(F)F)cc1,0.5,4.7
CC(C)C(N)c1csc(NC(=O)Nc2ccc(OC(F)(F)F)cc2)n1 (stereo not drawn),0.7,-3.8
CCCCc1ccc(-c2nn[nH]n2)nc1,2.5,-1.3
O=CNc1cc(-c2cccc(F)c2)cn2c(-c3ccc(F)cc3)cnc12,1.2,-1.0
O=C(NC(Cc1c[nH]c2ccccc12)C(=O)O)OCC1c2ccccc2-c2ccccc21 (stereo not drawn),1.9,-0.6
COc1ccc(NC(=O)C[C@H]2C(=O)N(Cc3ccccc3)C[C@@H]2C)cc1,5.4,0.1

canonical_smiles,phage Ecoli inh,Wnt bcat act
COc1ccc(NC(=O)Cn2nnc(-c3ccccc3)c2COc2ccc3ccccc3c2)cn1,1.1,-2.2
O=C(Nc1nnc([C@H]2C[C@H](O)[C@@H](CO)O2)s1)NC1CCCCC1,1.9,1.6
O=C(Nc1ccc2c(c1)OCCO2)C(c1ccnc2ccccc12)N1CCC(Cc2ccccc2)CC1 (stereo not drawn),0.6,3.8
C=CCN1[C@H](COCc2ccccc2)C=CS1(=O)=O,2.1,-0.7
COc1ccc(N2C(=O)c3n[nH]c(C(C)C)c3C2c2ccccc2)cc1 (stereo not drawn),0.5,6.5
CCCCn1c(N)c(N(CCC(C)C)C(=O)CSc2nc3ccccc3s2)c(=O)[nH]c1=O,0.3,-0.5
C(=Cc1cnc2ccccc2n1)c1ccc2c(c1)OCO2,2.5,-1.1
COC(=O)C1(C(=O)OC)C[C@H](/C=C/c2ccccc2)N(Cc2ccccc2OC)[C@@H]1c1ccc(F)cc1,2.4,-12.9
Cc1cc(C(=O)N2CCC2(C)C(=O)NS(=O)(=O)c2ccccc2Cl)nn1C (stereo not drawn),1.0,1.2
O=C1NC[C@@H](CCCCN2CCN(CCC3CCCCC3)C(=O)C2=O)N(Cc2ccccc2)C1=O,0.4,-1.0
COc1cc(-c2coc3c(C(=O)NCc4ccc(OC)c(OC)c4)cccc23)ccc1O,0.3,-3.8
O=C(COC(=O)c1cccc(F)c1)Nc1cccc(S(=O)(=O)N2CCOCC2)c1,-0.2,-1.9
Cc1c(C(=O)Nc2nccs2)oc2ccccc12,1.1,79.6*
COC(=O)[C@]12CCCCC=C1N(Cc1ccccc1)C(=O)[C@H](CC(=O)NCc1cccs1)C2,-1.8,-3.8
Cc1ccc2nc(-c3ccco3)c(Cc3ccccc3)n2c1,1.8,6.5
O=C(NCc1ccccc1)[C@H]1CCCN1C(=O)[C@@H]1CCCN1C(=O)c1ccc(Cl)cc1Cl,1.7,-5.0
C[C@@H]1CN([C@H](C)CO)S(=O)(=O)c2ccc(Br)cc2O[C@@H]1CN(C)Cc1ccc(C(=O)O)cc1,3.8,-3.9
C[C@H]1CN([C@@H](C)CO)C(=O)CCCn2nncc2CO[C@H]1CN(C)S(=O)(=O)c1ccc2ccccc2c1,2.9,-0.4
CN(C)CCCN1CC(=O)N2CCc3ccc(Br)cc3C2CC1=O (stereo not drawn),4.6,11.8
COc1ccc([C@H]2C[C@H](n3cc(COC(=O)c4ccccc4)nn3)[C@@H](O)CN2C(=O)C2CCCCC2)cc1,2.9,-0.6

canonical_smiles,phage Ecoli inh,Wnt bcat act
Cc1cc(Nc2cccc(C(F)(F)F)c2)cc(=O)n1-c1cccc(C(F)(F)F)c1,3.8,6.4
CS(=O)(=O)Nc1cccc(NC(=O)c2ccc(-c3ccc(F)c(F)c3)c3ccoc23)c1,1.9,4.8
O=C1Nc2ccccc2-c2nnnn2C1N1CCCCC1 (stereo not drawn),3.3,-1.6
C[C@@H]1CN([C@@H](C)CO)C(=O)CCCn2cc(nn2)CO[C@H]1CN(C)C(=O)Nc1cccc(C(F)(F)F)c1,0.7,-1.1
Cc1ccc(C(=O)C=Cc2ccc3c(c2)OCO3)c(C)c1,3.7,0.1
CCC(=O)N(c1nnc(SCC(=O)Nc2sccc2C(N)=O)s1)C1CC1,3.0,4.3
COc1ccc(C(C)c2cc3c(cc2OCC(=O)O)OCO3)cc1 (stereo not drawn),0.5,-0.4
CC(C)NC(=O)N1Cc2cc(C(=O)NC3CCCC3)nc(-c3cccc(-c4cccnc4)c3)c2[C@H]1CCO,1.5,-0.7
Cc1ccc(S(=O)(=O)N2C3CCCCC3O[C@H]2CC(=O)c2ccccc2)cc1 (stereo partly drawn),-0.4,-1.6
COc1ccc(/C=C2\SC(=Nc3ccccc3Cl)NC2=O)c(OC)c1,-0.6,-1.5
CC1CCN(S(=O)(=O)N2CCC(C(=O)NC(C)c3ccccc3)CC2)CC1 (stereo not drawn),1.3,-0.6
COC(=O)c1cc2c(c3c4ccccc4n(S(=O)(=O)c4ccc(OC)cc4)c13)C(=O)N(Cc1ccco1)C2,2.1,-7.6
Cc1cc(N2CCN(C(C(=O)NC3CCCC3)c3ccco3)CC2)c2ccccc2n1 (stereo not drawn),1.4,0.7
O=C(Nc1ccc2c(c1)OCCO2)C(C1CC1)n1c(=O)c(-c2ccccc2)nc2ccccc21 (stereo not drawn),1.7,-2.8
CCOC(=O)C1(C)CCN1C(=O)c1ccc(C)cc1 (stereo not drawn),3.3,-0.6
O=c1cc(CN2CCOCC2)c2ccccc2o1,3.2,-3.5
O=C(NCc1ccccc1)[C@H]1CCCN1,-1.5,-2.4
COc1ccc(-c2cccc3[nH]c4c(c23)CCN2C(=O)[C@H]3[C@H](C)ON(C)[C@H]3C[C@@H]42)cc1,2.1,-6.3
CC(C)CNC(=O)C1(C)CCCCCN1C(=O)c1cccnc1 (stereo not drawn),3.6,-3.4
Cc1cc2c(c(=O)o1)[C@@]1(C(=O)N(C)c3ccc([N+](=O)[O-])cc31)C1=C(CCCC1=O)O2,2.1,-1.7

canonical_smiles,phage Ecoli inh,Wnt bcat act
c1ccc(-c2cc3nc(NCc4cccs4)ccn3n2)cc1,4.9,5.5
CCCCCNC(=O)C(c1ccc(C#N)cc1)n1c(=O)c(-c2ccco2)nc2ccccc21 (stereo not drawn),0.6,-4.7
NC(=O)c1ncn([C@@H]2O[C@H](C(=O)N3CCN(CC(=O)Nc4ccccn4)CC3)[C@@H](O)[C@H]2O)n1,1.4,-2.8
CC1(C)O[C@@H]2[C@H](O1)[C@@H](O)C[C@H]2n1cnc2c(Cl)ncnc21,0.4,-0.4
O=C(Nc1cc(C(F)(F)F)ccc1N1CCCC1)C1CC(=O)N(Cc2ccccc2)C1 (stereo not drawn),1.9,-5.0
Cc1ccccc1-c1cnc(C(O)c2ccc(Cl)cc2C)[nH]1 (stereo not drawn),1.9,-0.5
NC(=O)c1c(N)[nH]c(C(=O)c2ccccc2)c1-c1ccc2ccccc2c1,-2.6,4.7
O=C(NCc1ccccn1)[C@@H]1CCCN1C(=O)[C@@H]1CCCN1C(=O)c1ccc(Cl)cc1,0.8,-1.2
COc1cc(CNc2ncnc3c2ncn3[C@H]2CN(Cc3cccs3)C[C@@H](CO)O2)cc(OC)c1OC,1.9,-3.1
O=C(Nc1ccc2c(c1)CCO2)Nc1nnc([C@H]2C[C@H](O)[C@@H](CO)O2)s1,0.2,-1.6
CCN(c1ccccc1)S(=O)(=O)c1ccc(C(=O)NC2CCCCC2)cc1,-0.2,-2.4
COc1ccc(CN2C(=O)C(CC(=O)NCCCN(C)C)CC(C(=O)N(C)C)=C2C)cc1 (stereo not drawn),2.1,0.2
COc1ccccc1Cc1c(-c2ccc(C#N)cc2)nc2c3ccccc3ccn12,-2.5,5.1
CC(=O)N1CCCC(C)(C(=O)Nc2ccc3oc(C)nc3c2)C1 (stereo not drawn),2.5,0.1
COc1cc(NC(=O)Nc2nc(C(N)Cc3ccc(C(F)(F)F)cc3)cs2)cc(OC)c1OC (stereo not drawn),1.6,-6.5
CCc1nc2ccc(C(=O)N(C)CCCN(C)C)cn2c1N(CC)CCOC,1.9,-2.0
CCOC(=O)C1(C)CCCCN1C(=O)c1cccs1 (stereo not drawn),3.9,-5.7
CC(C(=O)OCC(=O)Nc1ccccc1OC(F)F)N1C(=O)C2CC=CCC2C1=O (stereo not drawn),3.1,-5.7
O=[N+]([O-])c1ccc(F)c(CN2CCN(c3ncc(Cc4ccccc4)cn3)CC2)c1,2.7,-1.2
Cc1ccc(-c2ccc(CN3C(C(C)C)C(=O)N(Cc4cn(CC5CCCCC5)nn4)CCS3(=O)=O)cc2)cc1 (stereo not drawn),2.0,-8.6
O=C(NCc1ccncc1)C1Cc2c(-c3ccc(Cl)cc3)ccnc2O1 (stereo not drawn),2.5,-2.8
COC(=O)[C@]12CCCCC=C1N(CCC1=CCCCC1)C(=O)[C@H](CC(=O)NCc1cccs1)C2,-1.3,0.7
COc1ccc(CC(=O)NCC2CCN(C(=O)C(=O)c3cc4ccccc4o3)CC2)cc1,2.9,-0.1

Rewritten with values ahead of the structure: entries from further up
phage Ecoli inh	Wnt bcat act	smiles
1.1	-1.0	CC(C)(C)c1ccc(C(=O)N2CCC2(C)C(=O)Nc2cccc(C#N)c2)cc1 (stereo not drawn)
1.9	11.3	COc1cccc(C(NC(C)=O)c2nc(-c3cccc(O)c3)cs2)c1 (stereo not drawn)
1.5	7.9	C[C@@H]1CN([C@H](C)CO)C(=O)CCCn2cc(nn2)CO[C@H]1CN(C)S(=O)(=O)c1ccc(Oc2ccccc2)cc1
1.9	-3.1	COc1cc(CNc2ncnc3c2ncn3[C@H]2CN(Cc3cccs3)C[C@@H](CO)O2)cc(OC)c1OC
1.4	-2.8	NC(=O)c1ncn([C@@H]2O[C@H](C(=O)N3CCN(CC(=O)Nc4ccccn4)CC3)[C@@H](O)[C@H]2O)n1

These rows are one share of the data, so the mix of outcomes need not match the whole.
